Pf Dd2 inh: Plasmodium falciparum Dd2 growth inhibition; P. falciparum Dd2 growth, SYBR Green, 72 h; Potency, µM (series often up to 28.9 µM), for inactives: top-dose activity, negative = inhibition, actives largely listed as inhibitors; 4.3% of 120,000 active; AID 1347417; active = well fitted inhibition curve with a large enough effect; inconclusive = small, poorly fitted or top-dose-only effect; inactive = no such curve, though single readings can be large or run the other way;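 also: plate controls were DMSO vehicle for no effect and reference drug for full effect; nearly all actives have a fitted effect of over 65% in size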
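Infected erythrocytes (Dd2, 0.3% parasitemia, 2.5% hematocrit final) are added to compound in RPMI-1640/Albumax II medium, grown 72 h at 37C in low oxygen, then lysed with saponin/Triton-X containing SYBR Green and read by fluorescence.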
* = called active by the depositor; i = inactive; ? = inconclusive; [ ] = dose if it differs, or a comment. Potency is read from the fitted curve at half-maximal effect. Not all compounds are listed, so the mix of outcomes need not match the whole.

structure	Pf Dd2 inh
CCc1noc([C@@H]2CC(F)(F)CN2C(=O)Cn2nc(C)cc2C)n1	6%
COCCN1CCC2(CCC1=O)CCN(C(=O)CCn1nc(C)cc1C)CC2	19%
COc1ccc(-c2nc3cc(C)ccc3cc2CN2CCC[C@H]2C(N)=O)cc1OC	-6%
O=C(NCc1ccccc1)c1ccc(CSc2nc3cccnc3n2Cc2ccccc2)cc1	-5%
O=c1c2oc3ccccc3c2n(Cc2ccccc2F)c(=O)n1Cc1ccccc1	-9%
COCCn1c(C)cc(O)c(C(c2ccc(C)cc2)N2CCCCC2)c1=O (stereo not given)	i
O=C(Nc1ccc(Cl)cc1)c1ccc2oc(=O)n(Cc3ccccc3)c2c1	?
O=C(O)c1ccc(CN2C[C@H](O)C[C@H]2c2nc(-c3cccc([N+](=O)[O-])c3)no2)cc1	-21%[44.1 µM]

(next part)
structure	Pf Dd2 inh
O=C(NCc1ccccc1)C(=O)Nc1ccc2nc3n(c(=O)c2c1)CCCCC3	?
COc1ccc(-c2nn(CC(=O)NC3CCCC3)c3c2cnc2ccc(F)cc23)cc1	i
Cn1c(C(=O)Nc2ccc(N3CCOCC3)cc2)cc2c1CCN(Cc1ccccc1)C2	?
CNC(=O)N1CCC(c2nc(CCOc3ccc(F)cc3)no2)C1 (stereo not given)	-18%
COc1cccc(OCc2cc(C(=O)N3CCCCC3c3cccnc3)n[nH]2)c1 (stereo not given)	i
CCS(=O)(=O)N1CCc2cc(C(=O)N3CCN(c4ccccc4OC)CC3)ccc21	-18%
O=[S+]([O-])(c1ccc(Br)cc1)c1nnn2c1nc(N1CCCCC1)c1ccccc12	?
CC(C)(C)c1cc(C[C@H]2CNCC[C@H]2CC(=O)Nc2ccccc2)no1	i

Next section
structure	Pf Dd2 inh
COc1ccc(CCNC(=O)CCc2c(C)nc3c(c(C)nn3-c3ccc(C)cc3)c2C)c(OC)c1	?
Cc1ccc2c(=O)cc(C(=O)Nc3ccc(S(=O)(=O)N4CCC(C)CC4)cc3)oc2c1C	27%
O=C(Cn1c(=O)n(Cc2ccc3c(c2)OCO3)c(=O)c2ccccc21)Nc1cccc(Cl)c1	?
CCc1ccc(NCc2cc3cc4c(cc3n(CC(=O)Nc3ccc(F)cc3)c2=O)OCCO4)cc1	-9%
N#Cc1ccccc1CN1CCCCCNC(=O)[C@@H]2CCC[C@@H]21	?
COc1ccc(OC2CN(Cc3ccccc3)C2)cc1	21%[44.1 µM]
Cc1c(C(=O)NCc2ccc(Cl)cc2)oc2ccc3c(c12)C(=O)CC(C)(C)O3	-21%
CCCCc1cc(=O)oc2cc(C)c3c(C(C)(C)C)coc3c12	?

Next section.
structure	Pf Dd2 inh
O=C(Cc1cccc(Cl)c1)N1CCC(c2nn(Cc3ccccc3)c(=O)[nH]2)CC1	i
COc1ccccc1N1CCN(c2ncnc3c2cnn3-c2cc(Cl)ccc2C)CC1	8.9µM*
CCN1CCC(NCc2cccnc2N2CCN(c3ccccn3)CC2)CC1	?
COc1cccc(CCC(=O)N2CCCCCC2CN2CCC(OC)CC2)c1 (stereo not given)	?
CS(=O)(=O)N1CCCN(C(=O)C2CCOCC2)CCNC(=O)CC1c1ccccc1 (stereo not given)	18%
CCC(C(=O)N1CCC2(CC1)C(=O)N(CC(=O)NCCOC)CN2c1ccccc1)c1ccccc1 (stereo not given)	-12%
CCc1nc2c(=O)n(CC(=O)N3CCN(c4cccc(OC)c4)CC3)nc(C)c2s1	0%
COCc1cc(C[C@@H]2CC[C@H](O)[C@@H](CNC(=O)C3CCCC3)O2)no1	-11%[44.1 µM]

Continued:
structure	Pf Dd2 inh
COc1ccc(NC(=O)Cn2nc3n(c2=O)CCCC3)cc1	15%
Nc1ncccc1CNC(=O)[C@H]1CCC[C@H](O)C1	-12%
Cc1ccc2nc([C@H]3CCN(Cc4cccs4)C3)[nH]c2c1	-17%[44.1 µM]
COc1ccc(C(=O)N[C@@H]2CN(S(C)(=O)=O)C[C@H]2CN(C)C)cc1OC	23%
Nc1cccc(-c2cn(C[C@H]3CC4CCN3C[C@@H]4C(=O)Nc3ccccc3)nn2)c1 (stereo not given in full)	7.9µM*
CC(C)NC(=O)C[C@@H]1CCNC[C@@H]1Cc1cc(CSc2ccccc2)on1	?
COc1ccccc1N1CCN(C(=O)C(C)[C@@H]2CCc3c(C)cc(OCCN4CCOCC4)c(C)c3C2)CC1 (stereo not given in full)	?
O=C(NCc1ccc(F)cc1F)C1CCCN(c2cn[nH]c(=O)c2)C1 (stereo not given)	3%

New compounds follow.
structure	Pf Dd2 inh
O=C(Nc1cccnc1)c1nc2c(o1)CCN(Cc1ccc(F)c(F)c1)CC2	-14%[44.1 µM]
COc1ccc(OCc2nc(C)c(CCO)c(=O)n2CC(=O)NCc2cccs2)cc1	-21%
O=C(c1cn(CCN2CCNCC2)nn1)N1C[C@@H]2CC[C@H](C1)N(CC1CC1)C2	20%
COCCN1C(=O)c2ccccc2C(C(=O)Nc2ccccc2O)C12CCCC2 (stereo not given)	i
Cc1ccc2sc(-c3ccc(N)cc3)nc2c1	-6%
COc1ccc(CN2C=C(C(=O)OCc3nc(-c4cccc(F)c4)no3)C(C)=NS2(=O)=O)cc1	i
COCC1CN(C)CC12CCN(Cc1ccsc1)CC2 (stereo not given)	?
Cc1ccccc1NC(=O)CN1C(=O)NC2(CCOCC2)C1=O	15%

(more compounds)
compound | Pf Dd2 inh
CCn1c(C2CCNCC2)nn(Cc2cnn(-c3ccccc3F)c2)c1=O | 6%
Cc1cccc(CC(=O)Nc2c(C(=O)Nc3cccc(F)c3)oc3ccccc23)c1 | i
CN(C)CCNc1cc(-c2ccc3ccccc3n2)c2cc[nH]c2n1 | 13µM*
Cc1ccc2c(n1)N(C)[C@H](CO)CCN(Cc1cn(C)c3ccccc13)C2 | 11µM*
O=C1CO[C@H]2CCN(CCCc3ccccc3)CC[C@@H]2N1c1ccccc1 | i
COC(=O)COc1ccc2oc(-c3ccc(OC)cc3)cc(=O)c2c1 | -16%
COc1cc(OC)cc(C(=O)N2CCC(c3n[nH]c(=O)n3-c3ccc(C)cc3)CC2)c1 | -9%
Cc1ccccc1C(=O)N1CCC2(CC1)NC(=O)N(c1ccccc1)N2 | i
COc1ccc(S(=O)(=O)NCCc2cn3ccsc3n2)cc1 | 7%
O=C(Nc1cccc(Cl)c1Cl)c1cc(S(=O)(=O)N2CCCCC2)ccc1F | i
CCCCNC(=O)CC(c1cccc([N+](=O)[O-])c1)c1c[nH]c2ccccc12 (stereo not given) | ?
O=C1CCN(C(=O)[C@H](Cc2ccccc2)NC(=O)C2CCC2)CCCOCCN1 | 8%
CCOC(=O)c1cn(C2CN(S(=O)(=O)c3ccc(F)cc3F)C2)nn1 | i
O=C(C1CCCC1)N1CCn2c(nnc2C2CCCNC2)C1 (stereo not given) | 7%
Cc1noc2ncnc(N3CCN(Cc4ccc(F)c(F)c4)C(CCO)C3)c12 (stereo not given) | -24%
CN(CCN1CCOCC1)C(=O)c1cc(COc2cccc(F)c2)[nH]n1 | -20%
CC(C)(C)c1cc(C[C@@H]2C[C@H](NC3CCOCC3)C2(C)C)no1 | -11%[44.1 µM]
COCCN1Cc2ccc(Nc3cccnc3)nc2C(C)(C(=O)Nc2cccc(OC)c2)C1 (stereo not given) | i
COc1cc(NC(=O)C[C@H]2NC(=O)c3ccccc3NC2=O)ccc1-n1nc(C)cc1C | ?
CCc1nc2ccccc2n1CCCCOc1ccccc1C | ?

(more compounds)
compound | Pf Dd2 inh
Cn1nc(-c2ccccc2)cc1[C@H]1CN2CC[C@H]1C[C@@H]2CNC(=O)c1cccs1 | ?
Cc1noc(C)c1-c1cc2c(cc(C)n2C)c(Nc2ccncn2)n1 | i
Cc1csc(NC(=O)c2nc3c(o2)CCN(Cc2ccccc2)CC3)n1 | -5%[44.1 µM]
O=C(NC[C@H]1C[C@@H]2CCN1C[C@@H]2CN1CCCCC1)c1ccccc1 | i
CCNC(=O)[C@@H]1C[C@@H](NC(=O)Cn2nc(C)cc2N)CN1C1CCOCC1 | 1%
COc1ccc(S(=O)(=O)N2CCN(Cc3nc4ccc(C)cc4o3)CC2)cc1 | i
COc1cccc(N2C(=O)NC(=NC3CCCCC3)C23CCCN([S+](=O)([O-])c2ccccc2)C3)c1 (stereo not given) | ?
Cc1cccc(CNC(=O)CCn2c(=O)c3cccn3c3ccc(F)cc32)c1 | -23%
Cc1ccc(C(=O)N2CCC3(CC2)N(C)C(=O)CS3(=O)=O)s1 | 7%
CCOc1nc(-c2ccc(C)cc2)ccc1-c1noc(-c2ccccc2F)n1 | 15%
CC1(C)C(=O)N(CC(=O)Nc2ccc(Cl)cc2)c2ccccc21 | 13%
Cc1ccc(C)c(S(=O)(=O)c2cnc(SCC(=O)Nc3ccc(F)cc3F)[nH]c2=O)c1 | 31%[activator]
Cc1nn(C)c(C)c1-c1ccnc(NCC2COc3ccccc3O2)n1 (stereo not given) | ?
O=C(NC1CCCc2c1[nH]c1ccc(F)cc21)c1ccccn1 (stereo not given) | ?
Cc1ccc(-c2cn[nH]c2C2CCCN(C(=O)c3[nH]ncc3Cl)C2)cc1 (stereo not given) | ?
O=C(Cc1ccc(F)cc1)Nc1cccc(-c2nc3cccnc3s2)c1 | 1%
CCCN(CCC)C(=O)c1c2c(nc3ccccc13)C(=O)N(C1CCCCC1)C2 | i
CC(C)CN[C@@H]1C[C@H](Cn2cc(C3CC3)nn2)[C@@H](O)[C@H]1O | 1%[44.1 µM]
CCNC(=O)c1c(NC(=O)Cc2coc3cc(C)ccc23)sc2c1CCCC2 | -5%
COc1ccc(NC(=O)CN2C(=O)NC3(CCC(C(C)(C)C)CC3)C2=O)cc1OC (stereo not given) | ?

The list continues.
compound | Pf Dd2 inh
CCOC(=O)c1ccc(NC(=O)Cn2c(=O)n(-c3ccc(C)cc3)c(=O)c3c2cnn3C)cc1 | -24%
O=C1NC2(CCN(Cc3ccc(OC(F)(F)F)cc3)C2)OCc2ccccc21 (stereo not given) | ?
O=C(CCS(=O)(=O)c1cc(Br)cc2c1N(C(=O)C1CC1)CC2)N1CCN(c2ccccc2)CC1 | ?
CCC(=O)N1c2ccccc2CC1C(=O)NCc1cccc(OC)c1OC (stereo not given) | 54%[activator]
COCCN[C@@H]1C[C@@H]2c3[nH]c4ccccc4c3C[C@@H](C(=O)OC)N2[C@H](c2ccccc2)C1 | ?
COc1ccc(-c2cc([C@H]3CN4CC[C@H]3C[C@@H]4CNC(=O)c3ccc(C(C)(C)C)cc3)n(C)n2)cc1OC | ?
O=C1NCN(Cc2ccc(Cl)cc2)C12CCN(CC1CC1)CC2 | ?
CCCNC(=O)OC[C@H]1C[C@@H]2CCN1C[C@@H]2c1cc(-c2ccccc2OC)nc(C)n1 | ?
COCCn1c(SCc2ccccc2F)nc2c([nH]c3ccccc32)c1=O | 2%
COc1ccc(NC(=O)N2CCN(S(=O)(=O)c3ccc4c(ccn4C)c3)CC2)c(OC)c1 | -6%
CCOc1ccc(Nc2c(S(=O)(=O)c3ccc(C)cc3)cnc3ccc(F)cc23)cc1 | -29%
COCCNC(=O)[C@@H]1C[C@@H](O)CN1C1CCN(C(=O)CCc2ccccc2)CC1 | 21%
O=C(NC[C@H]1OC[C@@H](NC2CCCC2)[C@@H]1O)c1ccncc1 | 11%[44.1 µM]
CCC(c1cccs1)N1C(=O)[C@H]2CN(S(=O)(=O)c3ccc4c(c3)CCC4)C[C@H]2C1=O (stereo not given in full) | ?
CCOC(=O)N1CCN(Cc2nc3cc(NC(=O)C(C)C)ccc3n2C(C)C)CC1 | -25%
O=C(Nc1ccccc1)N1CCCCC1c1noc(COc2ccc(F)cc2)n1 (stereo not given) | i
CCNC(=O)[C@@H]1C[C@H](N)CN1C(=O)CCn1c(=O)oc2ccc(C)cc21 | -8%
CC(C)c1noc([C@@H]2C[C@H]3C(=O)NCCCCCCN(C(=O)COc4ccccc4)[C@H]3C2)n1 | ?
C=CCC1(CO)CCCN(C(=O)c2cccc(N3CCNC3=O)c2)C1 (stereo not given) | ?
CCOC(=O)c1c(NC(=O)C2c3ccccc3Oc3ccccc32)sc2c1CCC(CC)C2 (stereo not given) | -3%

Continued; it opens with the 5 that closed the last part.
compound | Pf Dd2 inh
O=C(Nc1ccccc1)N1CCCCC1c1noc(COc2ccc(F)cc2)n1 (stereo not given) | i
CCNC(=O)[C@@H]1C[C@H](N)CN1C(=O)CCn1c(=O)oc2ccc(C)cc21 | -8%
CC(C)c1noc([C@@H]2C[C@H]3C(=O)NCCCCCCN(C(=O)COc4ccccc4)[C@H]3C2)n1 | ?
C=CCC1(CO)CCCN(C(=O)c2cccc(N3CCNC3=O)c2)C1 (stereo not given) | ?
CCOC(=O)c1c(NC(=O)C2c3ccccc3Oc3ccccc32)sc2c1CCC(CC)C2 (stereo not given) | -3%
CC(=O)c1nn(-c2ccc(OC(F)(F)F)cc2)nc1Nc1ccccc1 | 9%
CN(C)S(=O)(=O)NCc1cccnc1N1CCN(c2ccccn2)CC1 | -4%
CC(=O)N1C[C@@H](C(=O)N2CCN(c3ncccn3)CC2)[C@H](c2nc(C)no2)C1 | -5%
Cc1nc2ccc(S(=O)(=O)CCC(=O)Nc3ccc(F)cc3C)cc2s1 | 9%
CCCN1CCCC12Cc1ccccc1CN(C(=O)C(C)C)C2 (stereo not given) | 8.9µM*
O=C1CCN(Cc2ccncc2)CCCC(C(=O)NCCN2CCC(N3CCCCC3)CC2)CCN1 (stereo not given) | 2%

No new results follow: entries from further up.
compound | Pf Dd2 inh
COc1ccc(S(=O)(=O)NCCc2cn3ccsc3n2)cc1 | 7%
O=C(Nc1cccc(Cl)c1Cl)c1cc(S(=O)(=O)N2CCCCC2)ccc1F | i
CCCCNC(=O)CC(c1cccc([N+](=O)[O-])c1)c1c[nH]c2ccccc12 (stereo not given) | ?
O=C1CCN(C(=O)[C@H](Cc2ccccc2)NC(=O)C2CCC2)CCCOCCN1 | 8%
CCOC(=O)c1cn(C2CN(S(=O)(=O)c3ccc(F)cc3F)C2)nn1 | i

Bioassay records: PubChem, National Center for Advancing Translational Sciences (NCATS)
